Screening results as filed in PubChem BioAssay.
LMNA splice mod – LMNA splicing modulation. HeLa LMNA splicing GFP/RFP minigene ratio, 48 h. Potency, µM (series often up to 46.1 µM), inactives show at the top dose ratio change, negative = inhibition, usual class: inhibitors. actives 0.01% (n = 200,000). AID 1487; active = well fitted inhibition curve with a large enough effect in the signal ratio, with a control signal flat, not every such curve was filed as active; inconclusive = small, poorly fitted or top-dose-only effect, or effect the other way, or a change in a side signal; the % refers to the signal ratio
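Read-out is the ratio of GFP to DsRed2 object intensity, acquired by 488 nm laser-scanning cytometry on HeLa lamin A-EGFP minigene reporter cells. Compound incubation 48 hrs at 37 °C in Opti-MEM with 2% FBS; DMSO 0.5% final.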
* marks the source's active call; other numbers are inactive results; u = inconclusive; [ ] = another dose, or the depositor's remark. % is set by controls: 0 for no effect and ±100 for the full control effect; potency is the fitted concentration of half-maximal effect. This is a subset (hit frequency here may not be typical).

SMILES | LMNA splice mod
CCC(=O)N1CCCc2cc(S(=O)(=O)N3CCC(C(=O)NC4CCCCC4)CC3)ccc21 | 20%[46 µM]
CCOC(=O)c1ccc(N2CC3=C(C2=O)C(c2ccc(OC)cc2)NC(=O)N3C)cc1 (stereo not given) | -2%[46 µM]
Cc1ccc(NS(=O)(=O)c2cc(-c3cnc(C4CC4)o3)ccc2C)cc1Cl | u
COC(=O)c1scc(-c2ccc(C)cc2)c1S(=O)(=O)Nc1c(C)cc(C)cc1C | u
CCOc1cc(-c2nnc(SCC(=O)NC3CCCCC3)nc2-c2ccc(OC)c(OCC)c2)ccc1OC | -12%[46 µM]
COc1cccc(N(Cc2nnc3n2CCCCC3)C(=O)Nc2cccc(Cl)c2)c1 | 9%[46 µM]
COc1ccc(OC)c(NC(=O)C2CCN(S(=O)(=O)c3c(C)noc3/C=C/c3ccc(C)cc3)CC2)c1 | 6%[46 µM]
CC(C)Cc1nn2c(=O)cc(COC(=O)c3ccc(NC(=O)CCc4ccccc4)cc3)nc2s1 | u
COc1ccc(C(=O)NCC(c2ccc(N(C)C)cc2)N2CCOCC2)cc1 (stereo not given) | u
CCOC(=O)c1cc(-c2ccccc2)n(-c2cccc(C(=O)N(C)c3ccc(C)cc3)c2)c1C | -5%[46 µM]
CCc1ccc(-n2c(=O)c3c(C)c(C(=O)N(C)C)sc3n(Cc3ccccc3F)c2=O)cc1 | u
CC(=O)c1ccc(S(=O)(=O)N2CCn3cccc3C2c2ccccc2F)cc1 (stereo not given) | -7%[46 µM]
O=c1oc2ccccc2cc1-c1nc(-c2cccs2)no1 | u
O=C(COc1ccccc1)N(Cc1cccnc1)c1nc2ccc(F)cc2s1 | 2%[46 µM]
Cc1ccc(N2CCN(C(=O)c3c4c(nc5ccccc35)C(=O)N(C3CCCCC3)C4)CC2)c(C)c1 | -8%[46 µM]
Cc1ccc(NC(=O)CN2C(=O)CCc3cc(S(=O)(=O)N4CCCCC4)ccc32)cc1N(C)C | -8%[46 µM]
Cc1ccc(C)c(N2CCN(CCCNC(=O)C3COc4ccccc4C3)CC2)c1 (stereo not given) | -26%[46 µM]
CCc1cccc(Nc2ncnc3onc(-c4ccc(F)cc4)c23)c1 | -2%[46 µM]
COc1ccc(C2=C(C)C(N3CCC(C(=O)NCc4ccc(C)o4)CC3)=NS2(=O)=O)cc1 | -2%[46 µM]
CCC1CCCCN1C(=O)CSc1nc2c([nH]c3ccccc32)c(=O)n1-c1ccc(OC)cc1 (stereo not given) | 25%[46 µM]
O=C(Cn1c(SCC(=O)Nc2ccc(F)cc2)nc2ccccc21)NCc1ccc(Cl)cc1 | u
Cc1nc(-c2ccc(F)cc2)sc1CCNC(=O)c1cccs1 | u
O=C(NCc1ccc(Cl)cc1)c1ccc(CSCc2cccc(Cl)c2)o1 | u
COc1ccccc1-n1c(=O)c2c3c(sc2n(C)c1=O)CN(C(C)=O)CC3 | -26%[46 µM]
COc1ccc(C(=O)OCc2cc(=O)n3nc(-c4cccs4)sc3n2)cc1 | u
COc1ccc(OC)c(NC(=O)CSc2nc(=O)n(CCN(C)C)c3c2CCC3)c1 | 10%[46 µM]
CN(C)c1ccc(C(CNC(=O)c2c(F)cccc2Cl)N2CCOCC2)cc1 (stereo not given) | -6%[46 µM]
CC1=C(C(=O)Nc2ccccc2)C(c2cc(Br)ccc2F)n2ncc(C(=O)Nc3ccccc3)c2N1 (stereo not given) | u
CCOc1ccccc1CNC(=O)c1cnc2c(-c3ccc(OCC)c(OCC)c3)c(C)nn2c1C | -5%[46 µM]
COc1cc(NC(=O)CN2c3ccccc3S(=O)(=O)c3ccccc32)cc(OC)c1 | -3%[46 µM]
CCCCc1ccc(NS(=O)(=O)c2cc3c4c(c2)CC(=O)N4CCC3)cc1 | u
CCOC(=O)c1cccc(NC(=O)c2cc(S(=O)(=O)N3CCCCCC3)cn2C)c1 | 1%[46 µM]
COc1ccc(-c2cc3ccc(O)c(CN4CCCC4)c3oc2=O)cc1OC | u
COc1ccccc1CNC(=O)C(C)n1c(=O)cc(-c2ccccc2)c2c(C)nn(C)c21 (stereo not given) | -17%[46 µM]
COc1ccc(-n2c(SCC(=O)NCc3ccc(F)cc3)nc3c([nH]c4ccccc43)c2=O)cc1 | 20%[46 µM]
COC(=O)c1ccccc1NC(=O)c1ccc2nc(CCc3ccccc3)oc2c1 | u
CCOc1ccc(S(=O)(=O)NCC(c2cccs2)S(=O)(=O)c2ccc(C)cc2)cc1 (stereo not given) | -25%[46 µM]
COc1ccccc1N1CCN(c2ncc3c(n2)CCN(Cc2ccccc2C)C3)CC1 | -19%[46 µM]
Cc1nc2ccn(Cc3cccnc3)c(=O)c2cc1C(=O)N1CCN(c2ccccc2)CC1 | 2%[46 µM]
COc1cccc2cc(-c3csc(-c4ccc(Cl)cc4)n3)c(=O)oc12 | -3%[46 µM]
CC(=O)CSc1nnc2[nH]c(=O)cc(N)n12 | 11%[46 µM]
COc1cc(OC)c(NC(=O)Cn2cnc3nc4c(cc3c2=O)CCCC4)cc1Cl | -2%[46 µM]
COc1ccccc1N1CCN(C(=O)c2cnn(-c3ccc(F)cc3F)c2C2CCNCC2)CC1 | 10%[46 µM]
COc1cn(CC(=O)Nc2cc(C)cc(C)c2)c(CN2CCCCC2)cc1=O | 6%[46 µM]
Cc1ccc(-n2ncc(C(=O)NC3CCCC3)c2C2CCN(C(=O)OC(C)(C)C)CC2)c(C)c1 | 11%[46 µM]
CC1CCN(C(=O)CN2CCSc3ccccc32)CC1 | u
Cc1ccc(Nc2sc(C(=O)c3ccccc3)c(N)c2C(N)=O)cc1 | u
Cc1ccc(C(=O)CC2(O)C(=O)N(Cc3ccccc3)c3ccc(Br)cc32)cc1 (stereo not given) | u
CCOCCc1nn2c(=O)cc(COC(=O)CNC(=O)c3ccc(C(C)(C)C)cc3)nc2s1 | 8%[46 µM]
Cc1nn2c(=O)cc(COC(=O)c3ccccc3NC(=O)C(C)Oc3ccccc3)nc2s1 (stereo not given) | -4%[46 µM]
Cc1ccc(CNC(=O)CSC2=Nc3ccccc3N=C(c3ccc(F)cc3)C2)cc1 | 5%[46 µM]
COc1ccc(NC(=O)c2c(NCc3cccc(F)c3)sc3c2CCCC3)c(OC)c1 | u
COc1ccccc1NC(=O)CCn1cnc2onc(-c3ccc(F)cc3)c2c1=O | 1%[46 µM]
Cc1c(-c2nc(-c3ccc4c(c3)[nH]c(=O)n4C)no2)cccc1[N+](=O)[O-] | -18%[46 µM]
Cc1c(C(=O)N2CCC(C)CC2)c(S(=O)(=O)N2CCN(c3cccc(Cl)c3)CC2)c(C)n1C | 6%[46 µM]
CC(C)c1ccc(NS(=O)(=O)c2ccc3[nH]cc(C(=O)NCCc4ccccc4)c(=O)c3c2)cc1 | 13%[46 µM]
Cc1cccc(-n2ncc(C(=O)N3CCN(c4ccc(C)cc4C)CC3)c2C2CCN(C(=O)OC(C)(C)C)CC2)c1 | u
CC(=O)c1cc(-c2ccccc2)n(CCC(=O)NCc2ccc(C)cc2)c1C | -6%[46 µM]
O=C(O)c1cc(-n2c(/C=C\c3ccc(F)cc3)nc3ccccc3c2=O)ccc1Cl | -7%[46 µM]
O=C(/C=C/c1ccccc1)N1CCN(Cc2cc(=O)n3nc(-c4ccccc4)sc3n2)CC1 | 0%[46 µM]

(next part)
SMILES | LMNA splice mod
COc1ccc(C)cc1NC(=O)C(Cc1ccccc1)NS(=O)(=O)c1cccs1 (stereo not given) | -16%[46 µM]
O=C(OCc1cc(=O)n2nc(-c3cccs3)sc2n1)c1cccc(F)c1 | 5%[46 µM]
CC1=C(C(=O)NCc2ccc(Cl)cc2)C2(CCCCC2)OC1=O | u
COC(=O)c1cc(NC(=O)c2ccc3c(c2)N(Cc2cccc(Cl)c2)C(=O)c2ccccc2S3=O)cc(C(=O)OC)c1 (stereo not given) | 14%[46 µM]
Cc1oc2ncn(C)c(=O)c2c1C(=O)NCCCN(Cc1ccccc1)C(C)C | 8%[46 µM]
CCOc1ccc(CNC(=O)CCc2c(C)nn(-c3ccc(N4CCCCC4)nn3)c2C)cc1 | u
CCOc1ccc(OCC)c(Nc2cc(C)nc3nc(-c4ccco4)nn23)c1 | -7%[46 µM]
Cc1ccc(NC(=O)Cn2nc(-c3ccncc3)ccc2=O)cc1Cl | -22%[46 µM]
Cc1ccsc1CN1CCc2nc(Nc3ccccc3)ncc2C1 | u
Cc1ccc(NC(=O)N2CCN(Cc3nc4ccc(C)cc4o3)CC2)c(Cl)c1 | 3%[46 µM]
O=C(NCCc1ccc(Cl)cc1)c1c2c(nc3ccccc13)C(=O)N(C1CCCCC1)C2 | -9%[46 µM]
CN(C)c1ccc(C(CNS(=O)(=O)c2ccc(F)cc2)N2CCOCC2)cc1 (stereo not given) | 1%[46 µM]

Fetched one by one from the list above (4):
SMILES | LMNA splice mod
Cc1ccc(NC(=O)N2CCN(Cc3nc4ccc(C)cc4o3)CC2)c(Cl)c1 | 3%[46 µM]
CCOc1ccc(OCC)c(Nc2cc(C)nc3nc(-c4ccco4)nn23)c1 | -7%[46 µM]
CN(C)c1ccc(C(CNS(=O)(=O)c2ccc(F)cc2)N2CCOCC2)cc1 (stereo not given) | 1%[46 µM]
Cc1ccc(NC(=O)Cn2nc(-c3ccncc3)ccc2=O)cc1Cl | -22%[46 µM]

Taken from above.
Result of O=C(OCc1cc(=O)n2nc(-c3cccs3)sc2n1)c1cccc(F)c1 in LMNA splice mod: 5%[46 µM]
Result of COC(=O)c1cc(NC(=O)c2ccc3c(c2)N(Cc2cccc(Cl)c2)C(=O)c2ccccc2S3=O)cc(C(=O)OC)c1 (stereo not given) in LMNA splice mod: 14%[46 µM]
Result of Cc1ccc(NC(=O)N2CCN(Cc3nc4ccc(C)cc4o3)CC2)c(Cl)c1 in LMNA splice mod: 3%[46 µM]
Result of CCOc1ccc(OCC)c(Nc2cc(C)nc3nc(-c4ccco4)nn23)c1 in LMNA splice mod: -7%[46 µM]

(list continues)
SMILES | LMNA splice mod
Cc1ccc(C)c(NC(=O)CN(Cc2ccccc2)S(=O)(=O)c2ccc3nc(C)sc3c2)c1 | 3%[46 µM]
CCOC(=O)N1CCc2c(sc(NCc3sccc3C)c2C(=O)Nc2ccccc2OCC)C1 | u
N#Cc1ccc(NS(=O)(=O)c2ccc(-c3cnc(C4CC4)o3)cc2)cc1 | -1%[46 µM]
CCCCCNC(=O)C(=O)NCC(c1ccc2c(c1)OCO2)N1CCOCC1 (stereo not given) | 9%[46 µM]
O=C(NCc1ccc(Cl)cc1)NC1COc2ccccc2C1 (stereo not given) | 6%[46 µM]
CCOc1ccc(-c2cc3c(=O)n(CC(=O)NCc4ccc(Cl)cc4)ccn3n2)cc1 | -1%[46 µM]
CC(=O)c1cccc(NC(=O)CSc2nc3ccccc3nc2Cc2ccc(F)cc2)c1 | u
CC1CCc2onc(C(=O)Nc3ccc(Cl)cc3)c2C1 (stereo not given) | 10%[46 µM]
Cc1noc(/C=C/c2ccccc2F)c1S(=O)(=O)N1CCC(C(=O)Nc2ccc(C#N)cc2)CC1 | 6%[46 µM]
CC(=O)N1CCCc2cc(S(=O)(=O)N3CCC(C(=O)NCCC(C)C)CC3)ccc21 | -12%[46 µM]
Cc1ccc(S(=O)(=O)NCCc2cn3ccsc3n2)c(C)c1 | 5%[46 µM]
CCCCc1ccc(NC(=O)c2ccc(=O)n(Cc3cccc(C)c3)c2)cc1 | -12%[46 µM]

Filtered by structure, the compounds so far with a tert-butyl group (3)
SMILES | LMNA splice mod
Cc1ccc(-n2ncc(C(=O)NC3CCCC3)c2C2CCN(C(=O)OC(C)(C)C)CC2)c(C)c1 | 11%[46 µM]
CCOCCc1nn2c(=O)cc(COC(=O)CNC(=O)c3ccc(C(C)(C)C)cc3)nc2s1 | 8%[46 µM]
Cc1cccc(-n2ncc(C(=O)N3CCN(c4ccc(C)cc4C)CC3)c2C2CCN(C(=O)OC(C)(C)C)CC2)c1 | u

Following part:
SMILES | LMNA splice mod
COc1ccc(NC(=O)NCCn2nnc3cc(S(=O)(=O)N(C)C)ccc32)cc1 | -8%[46 µM]
O=C(OCc1cc(=O)n2nc(C3CC3)sc2n1)c1ccccc1Cl | -18%[46 µM]
Cc1nn(C)c2c1c(C(F)(F)F)cc(=O)n2C(C)C(=O)NCCC(C)C (stereo not given) | 7%[46 µM]
COc1ccc(C(=O)CCC(=O)Nc2ccccc2C)cc1 | u
COC(=O)c1sccc1S(=O)(=O)N(CC(=O)Nc1ccc(C)c(F)c1)c1ccc(C)c(C)c1 | u
Cn1c(C(=O)NCCc2ccccc2)cc2cc(S(=O)(=O)N3CCCCC3)ccc21 | -1%[46 µM]
COc1ccc(Cl)cc1NC(=O)c1c(NCc2ccc(C)o2)sc2c1CCC(C)C2 (stereo not given) | -2%[46 µM]
O=C(Nc1cccc(Cl)c1)N1CCC(CN2CCOCC2)CC1 | 1%[46 µM]
CCC(CC)C(=O)NCc1nc2cccnc2n1Cc1ccc(F)cc1 | 19%[46 µM]
COc1ccc(S(=O)(=O)n2nc(C)c(S(=O)(=O)N3CCCCCC3)c2C)cc1 | 6%[46 µM]
CCOC(=O)c1sc2ccccc2c1S(=O)(=O)N1CCN(c2cccc(C)c2)C(C)C1 (stereo not given) | -7%[46 µM]
Cc1ccc(Cn2c(=O)n(CC3CCC(C(=O)N4CCC(C)CC4)CC3)c(=O)c3sccc32)cc1 (stereo not given) | -1%[46 µM]
Cc1ccc(-n2ncc3c(N(C)Cc4ccccc4)ncnc32)cc1 | u
O=C(CC1N=C2c3ccccc3N=C(SCc3ccccc3F)N2C1=O)NCc1ccc2c(c1)OCO2 (stereo not given) | 13%[46 µM]
Cc1ccc(/C=C/c2onc(C)c2S(=O)(=O)N2CCC(C(=O)Nc3cc(F)ccc3F)CC2)cc1 | 5%[46 µM]
Cc1ccc(NC(=O)C2(c3cccs3)CCOCC2)cc1Cl | 0%[46 µM]
CCc1nn2c(=O)cc(COC(=O)c3cccc(NC(=O)c4ccccc4C)c3)nc2s1 | -5%[46 µM]
